High-throughput results: PubChem, National Center for Advancing Translational Sciences (NCATS)
TDP43 rescue = qHTS of TDP-43 Inhibitors; TDP-43 expressing yeast growth rescue, BacTiter-Glo, 24 h; Potency, µM (titrated, usually from 46.1 µM), inactives show at the highest dose growth rescue (activation), hits mostly activators; 410,000 tested, 1.8% active; AID 652104, 2013; note: potency is the fitted concentration of half-maximal effect; % of control where 0% means no effect; nearly all actives have a fitted effect of over 50% in size
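Growth rescue of TDP-43-toxic yeast measured as ATP luminescence (BacTiter-Glo). Cells grown to mid-log in raffinose, induced in galactose at OD600=0.02, exposed to compound 24 hr at 30 deg C.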
D3 antag = qHTS of D3 Dopamine Receptor Antagonist: qHTS | max response, negative = inhibition, % | 360,000 tested, 2.5% active | D3R cells, DiscoveRx beta-arrestin luminescence, antagonist mode; hits give low values; in the data active = max response below about -50%; inconclusive = no clear call, values can overlap the other calls; note: % is set by controls: 0 for no effect and ±100 for the full control effect; mostly tested at two doses, the higher about 12 µM
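Cells expressing the human receptor were seeded at 1500 cells/well, incubated overnight at 37 degrees C in 5% CO2, then exposed to library compounds with dopamine controls for 90 minutes at 37 degrees C before luminescent detection.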
KB-V1 cytotox = qHTS assay for MDR1-selective chemotherapeutics: Primary screen using the drug-selected MDR subline cells KB-V1; KB-V1 MDR cells viability, CellTiter-Glo, 72 h; Potency, µM (titrated, usually from 46.1 µM), without a hit: at the top dose activity change, negative = cytotoxicity, hits mostly cytotoxic; 400,000 tested, 3.4% active; AID 1347076, 2019; note: potency is the fitted concentration of half-maximal effect; % is set by controls: 0 for no effect and ±100 for the full control effect; nearly all actives have a fitted effect of over 60% in size
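KB-V1, DMEM (no phenol red) + 10% FBS; cpd pin-transferred, titration series; 72 h, 37 degrees C; CellTiter-Glo, luminescence. Data normalized, curve-fit.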
DRD3 agonist = qHTS of D3 Dopamine Receptor Agonist: qHTS; D(3) dopamine receptor (Homo sapiens), P35462; D3R DiscoveRx beta-arrestin cells, luminescence, 90 min; max activation, %; 410,000 tested, 0.58% active; in the data active = max activation above about 30%; note: 0% is about no effect; mostly tested at two doses, the higher about 12 µM
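Agonist-mode cell screen: cells plated at 1500/well and incubated overnight at 37 °C, then exposed to library compounds for 90 min at 37 °C. Detection reagent was added for 30–60 min at room temperature, and luminescence was read.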
PTHR1 ag = qHTS for PTHR1 Agonists: Primary Screen | Potency, µM (top dose mostly 115 µM), without a hit: at the highest dose activation, most hits filed as activators | Parathyroid hormone/parathyroid hormone-related peptide receptor (Homo sapiens), Q03431 | HEK293 GP2 PTHR1 cells, GloSensor cAMP luminescence, 1 h | 410,000 tested, 0.075% active; note: potency is the fitted concentration of half-maximal effect; nearly all actives have a fitted effect of over 55% in size; some results filed as inactive show a strong effect at the top dose; inactives centre near -15; many of its hits are not listed in these tables
Target sequence (Q03431 whole entry, looked up): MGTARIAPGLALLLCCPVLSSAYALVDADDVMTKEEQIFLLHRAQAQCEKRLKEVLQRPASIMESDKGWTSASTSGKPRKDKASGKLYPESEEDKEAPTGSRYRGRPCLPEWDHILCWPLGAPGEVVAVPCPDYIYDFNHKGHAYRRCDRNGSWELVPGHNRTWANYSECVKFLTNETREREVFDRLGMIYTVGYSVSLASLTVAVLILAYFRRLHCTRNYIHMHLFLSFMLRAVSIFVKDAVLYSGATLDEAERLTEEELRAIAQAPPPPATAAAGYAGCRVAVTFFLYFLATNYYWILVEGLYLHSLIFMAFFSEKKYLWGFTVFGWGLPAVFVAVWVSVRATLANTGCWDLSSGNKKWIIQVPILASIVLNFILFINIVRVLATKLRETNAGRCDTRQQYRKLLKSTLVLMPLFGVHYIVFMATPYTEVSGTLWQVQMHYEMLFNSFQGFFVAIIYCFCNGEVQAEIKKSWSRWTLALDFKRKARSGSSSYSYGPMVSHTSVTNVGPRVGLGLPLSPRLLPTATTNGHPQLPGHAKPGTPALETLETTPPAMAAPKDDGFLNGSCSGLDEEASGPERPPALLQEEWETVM
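HEK-293-derived GP2 cells expressing PTHR1 and a GloSensor cAMP reporter, 3,000/well, plated overnight, given luciferin plus IBMX (each 0.5 mM as added) for 1 h at 37 °C, then compound for 1 h at 37 °C. Luminescence was read after 15 min at room temperature.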
GLP1R inv ag = qHTS of GLP-1 Receptor Inverse Agonists (Inhibition Mode); Glucagon-like peptide 1 receptor (Homo sapiens), P43220; HEK293 GLP-1R CRE-luciferase, luminescence, 24 h; GLP-1R form is constitutively active; Potency, µM (titrated, usually from 38.3 µM), without a hit: at the top dose activity change, negative = inhibition, usual class: inhibitors; 410,000 tested, 1.6% active; note: potency is the fitted concentration of half-maximal effect; % is set by controls: 0 for no effect and ±100 for the full control effect; nearly all actives have a fitted effect of over 55% in size
Target sequence (P43220 whole entry, looked up): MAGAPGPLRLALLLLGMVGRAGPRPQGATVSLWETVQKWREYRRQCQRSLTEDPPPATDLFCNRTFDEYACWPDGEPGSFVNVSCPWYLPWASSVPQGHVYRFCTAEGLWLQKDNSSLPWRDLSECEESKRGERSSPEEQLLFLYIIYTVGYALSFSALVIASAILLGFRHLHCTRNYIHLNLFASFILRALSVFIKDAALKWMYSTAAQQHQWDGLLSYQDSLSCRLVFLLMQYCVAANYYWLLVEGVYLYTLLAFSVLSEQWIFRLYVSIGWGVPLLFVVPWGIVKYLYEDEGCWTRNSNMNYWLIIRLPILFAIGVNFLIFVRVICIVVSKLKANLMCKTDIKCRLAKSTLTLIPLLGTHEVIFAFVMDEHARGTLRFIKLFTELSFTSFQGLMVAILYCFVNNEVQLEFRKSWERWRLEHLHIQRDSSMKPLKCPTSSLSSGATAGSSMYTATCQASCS
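HEK293 cells stably co-expressing constitutively active GLP-1R and a cAMP-responsive luciferase reporter were seeded in DMEM with 10% Nu serum, given compounds after 12 h, and incubated 24 h at 37 deg C. Luminescence was then read.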
aSyn yeast inh = qHTS of alpha-syn Inhibitors | 370,000 tested, 0.14% active | Yeast expressing alpha-synuclein, growth rescue, BacTiter-Glo, 24 h | Potency, µM (doses to about 46.1 µM), inactives show at the highest dose growth rescue (activation), usual class: activators; note: potency is the fitted concentration of half-maximal effect; % of control where 0% means no effect; nearly all actives have a fitted effect of over 65% in size
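Screening used galactose-induced yeast with toxic alpha-synuclein levels, exposed to compound for 24 hr at 30 deg C. Cell growth, read with BacTiter-Glo luminescence, gave the measured signal.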
HEK293 tox = qHTS of GLP-1 Receptor Inverse Agonists: Cytotox Screen; HEK293 cAMP-luciferase reporter cells, luminescence, 24 h; Potency, µM (series often up to 38.3 µM), for the others: at the top dose activity change, negative = inhibition, most hits filed as inhibitors; 410,000 tested, 0.13% active; AID 624418, 2012;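 note: loss of luciferase light is scored as toxicity; potency is the fitted concentration of half-maximal effect; % is set by controls: 0 for no effect and ±100 for the full control effect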
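Compound-treated cells are incubated 24 hr at 37 deg C under 5% CO2 after a 12 hour attachment period, then luciferase detection reagent is added and luminescence is measured following 12 min at room temperature; lowered signal indicates toxicity.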
GLP-1R agonist = qHTS of GLP-1 Receptor Agonists. AID 624172, 2012. 380,000 tested, 0.007% active. HEK293 GLP-1R CRE-luciferase, luminescence, 4-6 h; cells express a hypersensitive GLP-1R form. Potency, µM (top dose mostly 45.6 µM), for the others: at the highest dose activation, hits mostly activators; note: potency is the fitted concentration of half-maximal effect; % of control where 0% means no effect
Numbers without * were called inactive; [ ] = remark or other dose. Unless noted, calls come from the whole dose curve; as a rule, active = well fitted curve in the direction sought with a large enough effect; inconclusive = small, poorly fitted or top-dose-only effect, or another doubt; inactive = no such curve, though single readings can be large; an effect the other way counts as inactive or inconclusive.

What do the screens show for `COc1ccc(CCN=C(N)NS(=O)(=O)c2cc(F)ccc2F)cc1`?
TDP43 rescue: 5%; D3 antag: 3; KB-V1 cytotox: 2%; DRD3 agonist: -3; PTHR1 ag: -2%; GLP1R inv ag: 30%; aSyn yeast inh: 0%; HEK293 tox: 4%; GLP-1R agonist: 17%

What do the screens show for `O=C(Nc1c(C(=O)Nc2cccc(C(F)(F)F)c2)oc2ccccc12)c1cc(=O)c2ccccc2o1`?
TDP43 rescue: inconclusive; KB-V1 cytotox: inconclusive; DRD3 agonist: 2; PTHR1 ag: -27%; GLP1R inv ag: 0%; HEK293 tox: -9%

What do the screens show for `Cc1cc(CNC(=O)COc2c(F)c(F)cc(F)c2F)c2ccccc2n1`?
TDP43 rescue: 5%; D3 antag: 29; KB-V1 cytotox: inconclusive; DRD3 agonist: 12; PTHR1 ag: -16%; GLP1R inv ag: 4%; aSyn yeast inh: 5%; HEK293 tox: 0%; GLP-1R agonist: -4%

What do the screens show for `Cc1c(C(=O)NCCC2=CCCCC2)oc2ccc(S(=O)(=O)N3CCOCC3)cc12`?
TDP43 rescue: -8%; D3 antag: 6; KB-V1 cytotox: inconclusive; DRD3 agonist: 13; PTHR1 ag: -28%; GLP1R inv ag: inconclusive; aSyn yeast inh: -2%; HEK293 tox: -27%; GLP-1R agonist: -11%

What do the screens show for `CC(=O)N1c2ccc(S(=O)(=O)NCC3CCC(C(=O)Nc4ncccc4C)CC3)cc2CC1C` (stereo not given)?
TDP43 rescue: 22%; D3 antag: 7; KB-V1 cytotox: 20%; DRD3 agonist: 9; PTHR1 ag: 0%; GLP1R inv ag: 5%; aSyn yeast inh: -1%; HEK293 tox: -3%; GLP-1R agonist: -3%

What do the screens show for `O=C(N1CCOCC1)N1c2ccccc2CC(N2CCOCC2)c2ccccc21` (stereo not given)?
TDP43 rescue: 7%; D3 antag: -6; KB-V1 cytotox: 8%; DRD3 agonist: -3; PTHR1 ag: inactive; GLP1R inv ag: -10%; aSyn yeast inh: 1%; HEK293 tox: 11%; GLP-1R agonist: -12%

Results for Cc1cc(C)n(-c2ccc(C(=O)OCC(=O)Nc3ccc([N+](=O)[O-])cc3)cc2)n1 ?
TDP43 rescue: -25%; D3 antag: 17; KB-V1 cytotox: 8%; DRD3 agonist: 18; PTHR1 ag: -14%; GLP1R inv ag: 7%; aSyn yeast inh: 2%; HEK293 tox: -6%; GLP-1R agonist: 1%

Results for CC(=O)Nc1sc2c(c1CN1CCN(C)CC1)CCCC2 ?
TDP43 rescue: 6%; D3 antag: -13; KB-V1 cytotox: 8%; DRD3 agonist: -1; PTHR1 ag: -2%; GLP1R inv ag: -2%; aSyn yeast inh: 8%; HEK293 tox: -18%; GLP-1R agonist: -6%

Results for COc1ccc(OC)c(S(=O)(=O)NC(=O)C2(C)CCN2C(=O)C2(c3ccc(Cl)cc3)CC2)c1 (stereo not given) ?
TDP43 rescue: 23%; D3 antag: -3; KB-V1 cytotox: -12%; DRD3 agonist: -9; PTHR1 ag: -20%; GLP1R inv ag: -23%; aSyn yeast inh: 12%; HEK293 tox: 8%; GLP-1R agonist: -2%

Results for [O-]C1=N/[N+](=C/c2ccccc2Cl)CC1 ?
TDP43 rescue: 3%; D3 antag: 16; KB-V1 cytotox: 19%; DRD3 agonist: -4; PTHR1 ag: inactive; GLP1R inv ag: 0%; aSyn yeast inh: -8%; HEK293 tox: 0%; GLP-1R agonist: 2%

What do the screens show for `CCCn1c(N)c(Br)c(=O)[nH]c1=O`?
TDP43 rescue: 9%; D3 antag: -2; KB-V1 cytotox: -5%; DRD3 agonist: -11; PTHR1 ag: inactive; GLP1R inv ag: 2%; aSyn yeast inh: -3%; HEK293 tox: 0%; GLP-1R agonist: 0%

How did Cn1cc(C(=O)NC2CCCCCCC2)c(=O)c2cc(S(=O)(=O)N3CCCC3)ccc21 do in these assays?
TDP43 rescue: -2%; D3 antag: 23; KB-V1 cytotox: -25%; DRD3 agonist: -7; PTHR1 ag: inactive; GLP1R inv ag: -5%; aSyn yeast inh: -16%; HEK293 tox: -5%; GLP-1R agonist: -13%

What do the screens show for `C[C@@H]1CN(Cc2nc(Cc3ccccc3F)no2)C[C@H](C)O1`?
TDP43 rescue: 0%; D3 antag: -13; KB-V1 cytotox: 16%; DRD3 agonist: -6; PTHR1 ag: inactive; GLP1R inv ag: 2%; aSyn yeast inh: -1%; HEK293 tox: -7%; GLP-1R agonist: 4%

What do the screens show for `O=C(Nc1ccc(Cl)cc1)c1nc[nH]c1C(=O)NCCN(CCNC(=O)c1[nH]cnc1C(=O)Nc1ccc(Cl)cc1)CCNC(=O)c1[nH]cnc1C(=O)Nc1ccc(Cl)cc1`?
TDP43 rescue: 39%; D3 antag: 21; KB-V1 cytotox: inconclusive; DRD3 agonist: -18; PTHR1 ag: inactive; GLP1R inv ag: 6%; aSyn yeast inh: -6%; HEK293 tox: 16%; GLP-1R agonist: -3%

Results for CC(C)C[C@H](NC(=O)c1nc[nH]c1C(=O)N[C@@H](CC(C)C)C(=O)OCc1ccccc1)C(=O)OCc1ccccc1 ?
TDP43 rescue: 3%; D3 antag: -17; KB-V1 cytotox: inconclusive; DRD3 agonist: -2; PTHR1 ag: -21%; GLP1R inv ag: 7%; aSyn yeast inh: 0%; HEK293 tox: 4%; GLP-1R agonist: -1%

What do the screens show for `O=C(CNC(=O)c1ccccc1F)OC(C(=O)Nc1cc(C(F)(F)F)ccc1Cl)c1ccccc1` (stereo not given)?
TDP43 rescue: -8%; D3 antag: -1; KB-V1 cytotox: 9%; DRD3 agonist: 0; PTHR1 ag: -5%; GLP1R inv ag: 0%; HEK293 tox: 7%; GLP-1R agonist: 2%

Results for CCNC(=O)COc1ccc(CC)cc1 ?
TDP43 rescue: -7%; D3 antag: 2; KB-V1 cytotox: 22%; DRD3 agonist: 3; PTHR1 ag: -5%; GLP1R inv ag: 20%; aSyn yeast inh: -6%; HEK293 tox: 4%; GLP-1R agonist: -3%

How did Cc1ccc(C(=O)Nc2ccccc2C(=O)N2CCCCCC2)cc1 do in these assays?
TDP43 rescue: -10%[1.82 µM]; D3 antag: -6; KB-V1 cytotox: inconclusive; DRD3 agonist: 11; PTHR1 ag: inactive; GLP1R inv ag: 0%; aSyn yeast inh: -5%; HEK293 tox: 5%; GLP-1R agonist: 19%

Results for COC(=O)c1cc2oc3ccccc3c2n1Cc1nc(-c2cccc(C)c2)oc1C ?
TDP43 rescue: inconclusive; KB-V1 cytotox: 24%; DRD3 agonist: -13; PTHR1 ag: inactive; GLP1R inv ag: -2%; HEK293 tox: 3%

Results for Cc1ccc(NC(=S)N(CCCN(C)C)Cc2cc3cc4c(cc3[nH]c2=O)OCO4)c(C)c1 ?
TDP43 rescue: 8%; D3 antag: 7; KB-V1 cytotox: -3%; DRD3 agonist: 1; PTHR1 ag: inactive; GLP1R inv ag: 2%; aSyn yeast inh: 1%; HEK293 tox: 2%; GLP-1R agonist: 1%

The last two records of the section before come first, to join the parts:
Results for COC(=O)c1cc2oc3ccccc3c2n1Cc1nc(-c2cccc(C)c2)oc1C ?
TDP43 rescue: inconclusive; KB-V1 cytotox: 24%; DRD3 agonist: -13; PTHR1 ag: inactive; GLP1R inv ag: -2%; HEK293 tox: 3%

Results for Cc1ccc(NC(=S)N(CCCN(C)C)Cc2cc3cc4c(cc3[nH]c2=O)OCO4)c(C)c1 ?
TDP43 rescue: 8%; D3 antag: 7; KB-V1 cytotox: -3%; DRD3 agonist: 1; PTHR1 ag: inactive; GLP1R inv ag: 2%; aSyn yeast inh: 1%; HEK293 tox: 2%; GLP-1R agonist: 1%

How did CC1CCN(C(=O)c2[nH]cnc2C(=O)NCCCCCNC(=O)OC(C)(C)C)CC1 do in these assays?
TDP43 rescue: -2%; D3 antag: 0; KB-V1 cytotox: -8%; DRD3 agonist: -1; PTHR1 ag: -17%; GLP1R inv ag: -4%; aSyn yeast inh: -3%; HEK293 tox: 6%; GLP-1R agonist: 3%

What do the screens show for `O=C1OC(CC(=O)N(Cc2nnc(-c3ccc(Cl)cc3)o2)C2CC2)c2ccccc21` (stereo not given)?
TDP43 rescue: 7%; D3 antag: -19; KB-V1 cytotox: 0%; DRD3 agonist: -4; PTHR1 ag: inactive; GLP1R inv ag: 20%; aSyn yeast inh: 4%; HEK293 tox: 0%; GLP-1R agonist: -4%

How did CC1(C)CC(=O)C=C(NCCN2CCN(C(=O)Nc3ccc(Cl)cc3)CC2)C1 do in these assays?
TDP43 rescue: -18%; D3 antag: 32; KB-V1 cytotox: 0%; DRD3 agonist: -8; PTHR1 ag: -2%[57.5 µM]; GLP1R inv ag: 0%; aSyn yeast inh: -3%; HEK293 tox: 0%; GLP-1R agonist: -4%

Results for CN(CCCC(=O)N1CCN(c2ncccn2)CC1)S(=O)(=O)c1ccc(F)cc1 ?
TDP43 rescue: 18%; D3 antag: -19; KB-V1 cytotox: -16%; DRD3 agonist: 1; PTHR1 ag: -12%; GLP1R inv ag: -15%; aSyn yeast inh: 8%; HEK293 tox: -19%; GLP-1R agonist: 6%

What do the screens show for `COc1cccc(NC(=O)c2cc3c(=O)n(Cc4cccnc4)ccc3nc2C)c1`?
TDP43 rescue: 8%; KB-V1 cytotox: 13%; DRD3 agonist: 2; PTHR1 ag: -23%; GLP1R inv ag: 1%; HEK293 tox: -4%

This is a subset; the hit share may differ from the screen's.
